High-throughput results as filed in PubChem.
AmpC no deterg – inhibitors of E. coli AmpC beta-lactamase without detergent. hit rate 0.52% among 330,000. AmpC nitrocefin hydrolysis, absorbance 480 nm, 0.0001% Triton. P00811. AID 485341. Potency, µM (top dose mostly 57.1 µM), without a hit: top-dose activity change, negative = inhibition, hits mostly inhibitors;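 also: potency is read from the fitted curve at half-maximal effect; plate controls were no compound for no effect and no enzyme for full effect; nearly all actives have a fitted effect of over 20% in size; some results filed as inactive show a strong effect at the top dose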
Target sequence (P00811 whole entry, looked up): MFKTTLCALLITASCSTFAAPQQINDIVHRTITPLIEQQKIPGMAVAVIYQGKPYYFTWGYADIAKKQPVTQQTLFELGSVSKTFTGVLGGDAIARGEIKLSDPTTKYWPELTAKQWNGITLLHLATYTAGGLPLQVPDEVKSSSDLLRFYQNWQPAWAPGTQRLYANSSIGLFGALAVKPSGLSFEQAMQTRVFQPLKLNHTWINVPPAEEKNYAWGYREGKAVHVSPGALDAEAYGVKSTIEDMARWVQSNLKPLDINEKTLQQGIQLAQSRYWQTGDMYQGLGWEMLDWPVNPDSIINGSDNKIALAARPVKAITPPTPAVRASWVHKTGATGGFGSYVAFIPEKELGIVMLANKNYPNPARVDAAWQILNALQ
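AmpC (5.3 nM in the dispensed reagent) in 20 mM phosphate pH 7.0 with 0.01% (detergent screen) or 0.0001% Triton X-100 was preincubated with compounds for 15 min at room temperature. Nitrocefin was then added from an 800 uM solution, and hydrolysis was followed at 480 nm.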
LmPK inh – LmPK (Leishmania mexicana) enzyme inhibition | purified LmPK, Kinase-Glo ATP luminescence, 1 h | Potency, µM (series often up to 57.5 µM), for the others: at the top dose activity change, negative = inhibition, usual class: inhibitors | hit rate 0.37% among 290,000; also: potency is read from the fitted curve at half-maximal effect
Target sequence (Q27686 whole entry, looked up): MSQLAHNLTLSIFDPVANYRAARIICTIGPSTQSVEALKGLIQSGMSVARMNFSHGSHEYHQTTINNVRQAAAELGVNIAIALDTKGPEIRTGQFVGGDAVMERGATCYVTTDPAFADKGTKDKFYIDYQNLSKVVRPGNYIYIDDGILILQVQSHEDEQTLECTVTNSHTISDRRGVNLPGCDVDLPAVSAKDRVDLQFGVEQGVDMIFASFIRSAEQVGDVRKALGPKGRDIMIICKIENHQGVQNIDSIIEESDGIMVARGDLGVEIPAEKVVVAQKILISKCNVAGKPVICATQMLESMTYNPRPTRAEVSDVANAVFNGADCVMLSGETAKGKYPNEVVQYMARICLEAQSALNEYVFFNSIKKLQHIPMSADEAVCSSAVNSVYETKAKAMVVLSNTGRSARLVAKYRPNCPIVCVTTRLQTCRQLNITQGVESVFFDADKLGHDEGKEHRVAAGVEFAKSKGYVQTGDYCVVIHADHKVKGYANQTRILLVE
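In 50 mM imidazole pH 7.2 with 7 mM MgCl2, LmPK (0.1 nM) turned over PEP (0.5 mM) and ADP (0.1 mM) for 1 h at room temperature. Luciferase read-out of ATP.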
Sm TGR block – inhibitors of Schistosoma mansoni thioredoxin glutathione reductase; Q962Y6; purified TGR, DTNB reduction, TNB absorbance 405 nm; AID 485364; Potency, µM (top dose mostly 114 µM), for the others: top-dose activity change, negative = inhibition, hits mostly inhibitors; hit rate 3% among 360,000; also: potency is read from the fitted curve at half-maximal effect; nearly all actives have a fitted effect of over 60% in size
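Kinetic colorimetric format: TGR-catalysed, NADPH-driven DTNB reduction monitored via TNB absorbance. Enzyme dispensed at 20 nM; compound exposure 15 min at room temperature before reaction start.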
Tb PYK inh – T. brucei pyruvate kinase inhibition. Q57TT1. AID 624173. Potency, µM (top dose mostly 76.8 µM), inactives show at the top dose activity, negative = inhibition, most hits filed as inhibitors. TbPYK enzyme, Kinase-Glo Plus ATP luminescence, 45 min. hit rate 0.12% among 410,000; also: potency is read from the fitted curve at half-maximal effect; nearly all actives have a fitted effect of over 50% in size
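Quantitative HTS: titrated library compounds versus trypanosomal pyruvate kinase in TEA buffer (pH 7.2) containing KCl, MgCl2, BSA and Tween-20. Reactions were initiated with ADP, 130 uM final. Kinase-Glo Plus luminescence was read after 45 min at RT.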
AmpC detergent – AmpC beta-lactamase inhibition with detergent present | Potency, µM (highest dose often 114 µM), for inactives: top-dose activity change, negative = inhibition, usual class: inhibitors | hit rate 0.041% among 370,000 | AmpC hydrolysis of nitrocefin, absorbance 480 nm, 0.01% Triton | P00811;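 also: potency is read from the fitted curve at half-maximal effect; 0% = no-compound wells and -100% = no-enzyme wells; nearly all actives have a fitted effect of over 25% in size; some results filed as inactive show a strong effect at the top dose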
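AmpC (5.3 nM in the dispensed reagent) in 20 mM phosphate pH 7.0 with 0.01% (detergent screen) or 0.0001% Triton X-100 was preincubated with compounds for 15 min at room temperature. Nitrocefin was then added from an 800 uM solution, and hydrolysis was followed at 480 nm.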
AMA1 RON2 block – inhibitors of Plasmodium falciparum AMA1-RON2 interaction | hit rate 0.2% among 360,000 | AID 720542 | AlphaScreen AMA1-biotinylated RON2 peptide binding | Potency, µM (titrated, usually from 58.2 µM), without a hit: at the highest dose activity change, negative = inhibition, actives largely listed as inhibitors;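 also: potency is read from the fitted curve at half-maximal effect; 0% = vehicle wells and -100% = peptide control; nearly all actives have a fitted effect of over 45% in size; some results filed as inactive show a strong effect at the top dose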
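AMA1 (3D7) with his tag at 25 nM final met compounds first, then biotinylated RON2 peptide at 25 nM; detection used donor plus acceptor beads, 10 µg/mL apiece, read by AlphaScreen after 30 min at room temperature.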
HCMV inh – blocks human cytomegalovirus replication; activity change, negative = inhibition, % at 57.5 µM; HFF cells, HCMV-luciferase reporter, 72 h; active compounds read low; AID 1259415; hit rate 4.5% among 410,000; in the data active = activity change below about -60%; inconclusive = no clear call, values can overlap the other calls; inactive = above about -39%
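Steps: HFFs plated, 16 h 37C; compounds added; HCMV-luciferase added to MOI 1 PFU/cell; 72 h 37C; OneGlo reagent, 5 min room temperature; luminescence read, normalized to controls.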
Starred values were filed as active, the others as inactive; u = inconclusive; x = not tested or not shown; [ ] = another dose, or the depositor's remark. Unless noted, calls follow the shape of the dose curve; as a rule, active = well fitted curve in the direction sought with a large enough effect; inconclusive = small, poorly fitted or top-dose-only effect, or another doubt; inactive = no such curve, though single readings can be large; an effect the other way counts as inactive or inconclusive. Unless noted, % is scaled to controls: 0 for no effect and ±100 for the full control effect.

SMILES	AmpC no deterg	LmPK inh	Sm TGR block	Tb PYK inh	AmpC detergent	AMA1 RON2 block	HCMV inh
CCOCCn1cnc2sc(C(=O)Nc3ccccc3C(=O)OC)c(C)c2c1=O	x	x	1%	6%	-4%	x	8
COc1ccc(NC(=O)Nc2cccc3c2O[C@H](CN(C)C(=O)Nc2ccc4c(c2)OCO4)[C@@H](C)CN([C@H](C)CO)C3=O)cc1	156%[activator]	x	x	3%	x	0%	22
COc1cc(/C=N/NC(=O)c2c(C)nnn2-c2nonc2N)ccc1O	-31%	6%	10%	-3%	-11%	u	40
CN(Cc1ccccc1)c1cc2c(c3c1ccn3C)C1CCC2C1 (stereo not given)	x	x	x	-8%	x	16µM*	-1
O=C(Oc1ccccc1N1C(=O)CCC1=O)c1ccco1	-22%	6%	-27%	-1%	0%	-7%	29
O=C(O)CCCNc1cc(N2CCC3(CC2)OCCO3)c2noc3c2c1C(=O)c1ccccc1-3	140%[activator]	u	8.9µM*	x	-14%	x	x
Cc1cc(C)c(NC(=O)NC(=O)c2ccc(F)cc2)c(C)n1	-2%	-4%	6%	-3%	-7%	43%[activator]	-9
Nc1nc2n(n1)C(c1ccc(F)cc1)CC(c1ccc(F)cc1)N2 (stereo not given)	-5%	2%	7%	-8%	u	31%[activator]	-3
Cc1nc2cc(NC(=O)N3CCCCC3)ccc2n1C	-13%	-2%	-2%	4%	1%	-2%	20
O=C(c1sccc1Br)N1CCN(Cc2ccc3c(c2)OCO3)CC1	1%	1%	-4%	-15%	4%	2%	-63*
COc1ccc(Cl)cc1NC(=O)CSc1nnc(Cc2ccc(C)cc2)c(=O)[nH]1	-48%	x	4%	1%	-17%	5%	-14
Cc1ccc(C)c(N2CCN(C(=O)c3cc(S(=O)(=O)N4CCOCC4)ccc3F)CC2)c1	-10%	1%	-11%	-2%	u	-14%	u
CCN(CC)S(=O)(=O)c1ccc(Cc2ncc(C(F)(F)F)cc2Cl)s1	7%	8%	-6%	1%	3%	-2%	-27
CCCOc1ccc(C(=O)OCC(=O)c2c(N)n(C)c(=O)n(C)c2=O)cc1OCC	-26%	4%	3%	1%	3%	-4%	33
CN1C(=O)Cc2cc(S(=O)(=O)N3CCN(c4cccc(Cl)c4)CC3)ccc21	-9%	-8%	-4%	-9%	-10%	5%	-19
CCc1nccn1S(=O)(=O)c1cc(C)c(OC)cc1C	-16%	5%	4%	4%	2%	6%	65
CCOc1ccccc1NC(=O)Cn1c(=O)sc2ccccc21	-14%	-1%	0%	2%	5%	12%	-30
Cc1ccc(-n2c(C)nn(-c3ncc(C(F)(F)F)cc3Cl)c2=O)cc1	-7%	0%	-4%	-8%	1%	13%	2
CCCCNC(=O)O[C@@H]1C[C@H]2CCC(=O)N3CC[C@@H](C1)[C@@H]23	-11%	-8%	-11%	-4%	-13%	2%	-18
O=C(Nc1cccc([N+](=O)[O-])c1)C1C2/C=C\CCCCC21 (stereo not given)	-14%	3%	x	-2%	5%	-2%	57
COc1ccc(S(=O)(=O)N(CC(=O)N/N=C/c2cccs2)c2cc(C)cc(C)c2)cc1OC	u	0%	3%	2%	-8%	-9%	-13
CN1C(=O)/C(=C/C=C2/CCCN2C)N(C)C1=S	-1%	-22%	-27%	-14%	-3%	u	-7
COc1cc(COc2ccc3c(C)c(Cc4ccccc4)c(=O)oc3c2C)cc(OC)c1OC	-16%	3%	-7%	-4%	u	-5%	26
Cc1ccc2cc3cc(C(=O)N4CCCCCC4)oc3nc2c1	-5%	-13%	3%	1%	-1%	3%	x
COc1ccc(/C=N/NC(=S)Nc2ccccc2)cc1COc1ccc(Br)cc1	-41%	2%	3%	-8%	u	65%[activator]	11
O=C(NCc1ccccc1)c1ccc(Br)o1	-17%	2%	-11%	-1%	-9%	5%	106
O=C(CCn1ccnc1)Nc1cc(Cl)ccc1O	-11%	2%	-5%	-3%	u	8%	u
CC(=O)c1c(N=CN(C)C)nc(C)nc1-c1ccccc1	73%[activator]	-1%	-10%	-11%	-4%	4%	-23
O=C(COC(=O)COc1ccccc1F)Nc1cccc(S(=O)(=O)N2CCCCC2)c1	-26%	x	x	-1%	x	-4%	1
COc1ccc(OCCCC(=O)Nc2ccc(OC)c(S(=O)(=O)N3CCOCC3)c2)cc1	-11%	x	u	5%	1%	10%	-31
Cc1ccc2nc(NC(=S)NC(=O)c3ccc(OC(C)C)cc3)sc2c1	u	13µM*	0.71µM*	3%	-7%	24%	u
COc1ccc(OC)c(NC(=O)CCC(=O)Oc2ccc(C)cc2)c1	47%	-3%	-6%	-3%	-1%	7%	6
O=C(NCC(c1ccco1)N1CCOCC1)C1CCCCC1 (stereo not given)	u	x	-8%	2%	u	10%	-20
O=C(Nc1ccc(Br)c2cccnc12)c1ccc(Cn2cc(Cl)cn2)o1	-13%	-1%	-18%	-9%	u	79%[activator]	-10
O=C(CSc1nnc(C2CC2)n1Cc1ccccc1)c1cc2ccccc2o1	-35%	-2%	u	-23%	u	12%	37
O=C(COc1c(F)c(F)c(C(F)(F)F)c(F)c1F)Nc1ccc(N2CCOCC2)c(Cl)c1	30%	4%	5%	-18%	2%	-6%	9
CC(C)CCNC(=S)Nc1ccccc1F	-13%	-2%	-1%	6%	1%	-1%	u
COCCNC(=O)C1(C)CCCN(C(=O)c2ccc(OC)c(OC)c2)C1 (stereo not given)	x	x	x	-9%	x	1%	-26
COc1cccc(C2Nc3ccccc3C(=O)N2Cc2ccccc2)c1 (stereo not given)	x	x	x	-9%	x	2%	19
COc1ccc(CNc2ccccn2)c(O)c1	-31%	-2%	u	2%	-18%	-1%	-19
Cc1nn(-c2ccccc2)c2nc(Cl)c(C(=O)O)cc12	-12%	-6%	-3%	2%	-1%	-18%	-14
COc1ccccc1C(=O)NCCC(=O)N1CC(=O)Nc2ccccc21	-25%	1%	1%	-3%	-7%	6%	54
CC(C)(C)c1ccc(S(=O)(=O)N2CCCC2C(=O)NC2=NCCS2)cc1 (stereo not given)	3%	2%	1%	-2%	-9%	37%[activator]	4
CCCC(=O)CN1C(=O)C2(OCCO2)c2ccccc21	-4%	-8%	1%	-7%	-9%	0%	5
CCO[C@@H]1OC(C(N)=O)=C[C@H](c2ccccc2)[C@H]1CCCO	-2%	2%	-5%	1%	-5%	-1%	-11
CCOC(=O)/C(=C\c1ccccc1)C(=O)c1cc(C(C)=O)c(Nc2ccccc2)s1	-17%	0%	-7%	3%	5%	20%	-105*
Cn1nc(C(=O)NC(C)(C)C)c2ccccc21	-11%	3%	-4%	0%	-2%	-4%	-3
COC(=O)c1ccc(-n2nnc(-c3nc(-c4ccccc4Cl)no3)c2C)cc1	x	x	5%	4%	2%	x	-24

Next part, overlapping the part above by 2 compounds.
SMILES	AmpC no deterg	LmPK inh	Sm TGR block	Tb PYK inh	AmpC detergent	AMA1 RON2 block	HCMV inh
Cn1nc(C(=O)NC(C)(C)C)c2ccccc21	-11%	3%	-4%	0%	-2%	-4%	-3
COC(=O)c1ccc(-n2nnc(-c3nc(-c4ccccc4Cl)no3)c2C)cc1	x	x	5%	4%	2%	x	-24
Cc1ccccc1NC(=S)NC1CC2CCC(C1)N2Cc1ccco1 (stereo not given)	25%	0%	-6%	-4%	u	-7%	-6
COC(=O)C1CCN(C(=O)Cc2ccc(C)cc2)CC1	-13%	6%	0%	-5%	u	20%	43
CCc1nc2ccc(C(=O)NCc3cccs3)cn2c1N(C)Cc1nccs1	x	x	x	-1%	x	-10%	-5
CC(C)N1CCc2c(sc(NC(=O)c3ccc(S(=O)(=O)N4CCc5ccccc54)cc3)c2C(N)=O)C1	162%[activator]	-3%	2%	-27%	5%	-17%	x
COc1ccc(C2=Nc3ccc(C)cc3NC(c3ccc(Cl)cc3)=N2)cc1	x	x	-2%	-5%	-2%	x	28
O=C(NCC12CC3CC(CC(C3)C1)C2)c1cc2nc(-c3ccc(Cl)cc3)cc(C(F)(F)F)n2n1	x	x	5%	-1%	-2%	x	12
O=C(CSc1ccc(-c2cccs2)nn1)c1cccs1	-56%	7%	-14%	3%	-2%	2%	-9
CCOC(=O)CSc1nnc(-c2ccccc2NC(=O)c2ccccc2)o1	-12%	6%	0%	5%	-8%	2%	6
COc1cccc(NC(=O)CN2C(=O)NC3(CCCCCC3)C2=O)c1	-17%	x	x	-2%	x	37%[activator]	-15
CC(NC(=O)CSC(=S)N1CCCC1)c1ccc(S(N)(=O)=O)cc1 (stereo not given)	u	x	-1%	-6%	-14%	-13%	-23
O=C(O)c1ccc(N2N=C(c3ccccc3)CC2c2ccccc2)cc1 (stereo not given)	-39%	-1%	-4%	-3%	-15%	10%	-22
Nc1nc2ccccc2n1/N=C/c1ccc([N+](=O)[O-])s1	-21%	-1%	-26%	3%	u	3%	u

By substructure, those above containing bromine
SMILES	AmpC no deterg	LmPK inh	Sm TGR block	Tb PYK inh	AmpC detergent	AMA1 RON2 block	HCMV inh
O=C(c1sccc1Br)N1CCN(Cc2ccc3c(c2)OCO3)CC1	1%	1%	-4%	-15%	4%	2%	-63*
COc1ccc(/C=N/NC(=S)Nc2ccccc2)cc1COc1ccc(Br)cc1	-41%	2%	3%	-8%	u	65%[activator]	11
O=C(NCc1ccccc1)c1ccc(Br)o1	-17%	2%	-11%	-1%	-9%	5%	106
O=C(Nc1ccc(Br)c2cccnc12)c1ccc(Cn2cc(Cl)cn2)o1	-13%	-1%	-18%	-9%	u	79%[activator]	-10

Next section:
SMILES	AmpC no deterg	LmPK inh	Sm TGR block	Tb PYK inh	AmpC detergent	AMA1 RON2 block	HCMV inh
COc1ccc2oc(-c3ccccc3[N+](=O)[O-])cc(=O)c2c1	-2%	2%	x	5%	-7%	-7%	11
O=C(NCc1ccccc1)C(=O)NCC(c1cccnc1)N1CCN(c2ccccc2)CC1 (stereo not given)	x	x	-7%	-6%	3%	x	-17
CC(C)(C)n1nc(-c2ccc(F)cc2)c2c(N)ncnc21	-6%	-3%	-19%	-3%	3%	0%	u
CC(=O)c1ccc(NC(=O)CSc2nnc(C3CC3)n2C)cc1	-18%	-4%	0%	9%	-13%	-4%	-30
CC(=O)C1CCC2C3CC(O)C4=CC(=O)CCC4(C)C3C(=O)CC12C (stereo not given)	x	x	x	1%	x	5%	10
Cc1cccc(NC(=O)CSCC(=O)N(C)CCOc2ccc(Cl)cc2)c1	34%	x	-13%	7%	-12%	9%	-15
CC(C)c1ccccc1OCCCCN1CCCCC1	x	x	x	2%	x	0%	-11

Compounds as they come, and some 7.4% of all compounds hit somewhere here.
